From PubChem BioAssay
Lipid storage S3 = qHTS Assay for Lipid Storage Modulators in Drosophila S3 Cells; Drosophila S3 cells, BODIPY lipid droplet fluorescence, 18-24 h; cells fed with added oleic acid; Potency in µM for hits, for the others lipid storage change, negative = inhibition, % at the top dose, mostly 46.1 µM; hit rate 0.64% among 320,000; AID 2685; active = well fitted inhibition curve with a large enough effect in the signal ratio, with a control signal flat, not every such curve was filed as active; inconclusive = small, poorly fitted or top-dose-only effect, or effect the other way, or a change in a side signal; the % refers to the signal ratio
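Drosophila S3 cells got compounds at several concentrations plus oleic acid (400 uM solution). Laser-scanning cytometry with 488 nm excitation read lipid droplets at 500-530 nm and cells at 575-640 nm. Percent activity was relative to 20 uM Triacsin C.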
Lipid storage S3 cell count max = second read-out of Lipid storage S3, no call of its own (marks repeat the call); cell number change, %; measured here: cell count max response;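 cells counted by Cell Tracker Red CMTPX staining in the red channel; peak over a dose series mostly up to 46.1 µM; percent activity relative to internal control wells on each plate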
Starred values were filed as active, the others as inactive; i = inactive; ? = inconclusive; . = no result given; [ ] = another dose, or the depositor's remark. % is scaled to controls: 0 for no effect and ±100 for the full control effect; potency is read from the fitted curve at half-maximal effect.

Below each compound: Lipid storage S3	Lipid storage S3 cell count max
CC(C)Oc1ccc(S(=O)(=O)N2CCOCC2)cc1NC(=O)c1cc([N+](=O)[O-])ccc1N1CCOCC1
    ?	.
COc1ccccc1NC(=O)CSc1sc2c(O)cc(=O)[nH]c2c1C#N
    ?	.
COc1cc2ccccc2cc1C(=O)N(CCN(C)C)c1nc2c(C)cccc2s1
    ?	.
CCN1C(=NCCc2cccnc2)N[C@@H](c2ccccc2)[C@H](C(=O)OC)[C@H]1C
    ?	26.3
COc1ccc(OC)c(NC(=O)c2nc3ccccc3s2)c1
    -3.9%	20.9
CCOC(=O)C1CCCN(S(=O)(=O)c2c(C)c(C)cc(C)c2C)C1 (stereo unspecified)
    ?	.
COC(=O)C1CCN(C(=O)C23CCC(C)(C(=O)O2)C3(C)C)CC1 (stereo unspecified)
    -21.8%	.
COc1cc(/C=N/Nc2ncc(C(F)(F)F)cc2Cl)cc(OC)c1OC
    -7.6%	-18.6
CCCCN(C(=O)C1CCCC1)c1c(N)n(CCC)c(=O)[nH]c1=O
    -1.7%	10.4
O=[N+]([O-])c1ccccc1CS(=O)(=O)c1ccccc1
    19.9%	.

New compounds follow.
Below each compound: Lipid storage S3	Lipid storage S3 cell count max
Cn1c(=O)c2c(nc(N3CCC(C(N)=O)CC3)n2CCSc2nc3ccccc3s2)n(C)c1=O
    -14.8%	-10.2
C=C1CCC[C@]2(C)C[C@H]3OC(=O)C(CN(Cc4ccc(OC)c(OC)c4)CC(C)O)[C@H]3CC12 (stereo partly specified)
    ?	.
CSc1ccccc1NC(=O)C1CCCN(S(C)(=O)=O)C1 (stereo unspecified)
    10.1%	0.2
Cc1cnc(C(=O)Nc2ccc(C(=O)N3CCCCC3)cc2)cn1
    ?	.
COc1ccc(CNS(=O)(=O)c2ccc3oc(C(=O)O)c(C)c3c2)cc1
    10.3%	5.8
COC(=O)c1cnc[nH]1
    20.4%	6.5
CCCCSc1nnc(CSc2ncccn2)n1C
    ?	.
COc1ccc2c(c1)Cc1sc(NC(=O)c3cccs3)nc1-2
    ?	.
CC(c1ccco1)N(C(=O)c1cccc(Br)c1)c1ccccn1 (stereo unspecified)
    ?	.
CCc1ccc(Nc2nc3ccccc3c(=O)s2)cc1
    i	3.1

Continued:
Below each compound: Lipid storage S3	Lipid storage S3 cell count max
COc1cccc(N(C(=O)Cn2nnc(-c3ccc(F)cc3)n2)C(C(=O)NCC2CCCO2)c2ccc(Cl)cc2)c1 (stereo unspecified)
    5.6%	4.9
CCOC(=O)Cc1csc(NC(=O)CSc2nc(-c3ccccc3)c(C#N)c(=O)[nH]2)n1
    ?	.
CC(C)/C=C/C(=O)N1CCC(N2CCC(C(=O)NCc3ccccn3)CC2)CC1
    i	-9.7
C=CCOc1ccc(/C=C/C(=O)Nc2ccc(C(=O)NC)cc2)cc1
    -0.5%	-1.1
CC1CCCC(C)N1CCCNC(=O)Cn1ncc2c3ccccc3n(C)c2c1=O (stereo unspecified)
    ?	.
COCCN(C(=O)c1snc(C(N)=O)c1N)C(C(=O)NC1CCCC1)c1cc(OC)c(OC)c(OC)c1 (stereo unspecified)
    ?	.
Cc1[nH]c2ccccc2c1C(=O)/C=C/c1ccccc1
    ?	.
O=C(CSC1=NCCS1)Nc1nc2ccccc2s1
    -3.8%	-12.8
Cc1ccccc1Nc1c(-c2ccccn2)nc2ccccn12
    -3.4%	-14.9
O=C(NCCCN1CCCCC1)C1CCN(c2ncnc3c2nc2n3CCCCC2)CC1
    5.2%	15.5

Single records (already shown). Values in the order: Lipid storage S3	Lipid storage S3 cell count max
COC(=O)C1CCN(C(=O)C23CCC(C)(C(=O)O2)C3(C)C)CC1 (stereo unspecified) reads -21.8%	.
COC(=O)c1cnc[nH]1 reads 20.4%	6.5
CC(c1ccco1)N(C(=O)c1cccc(Br)c1)c1ccccn1 (stereo unspecified) reads ?	.
COc1ccc(OC)c(NC(=O)c2nc3ccccc3s2)c1 reads -3.9%	20.9
COc1ccc(CNS(=O)(=O)c2ccc3oc(C(=O)O)c(C)c3c2)cc1 reads 10.3%	5.8

Later entries:
Below each compound: Lipid storage S3	Lipid storage S3 cell count max
CCOc1ccc(NC(=O)Nc2cc(C)on2)cc1
    ?	.
c1ccc(CC(Nc2ccccn2)c2ccccc2)cc1 (stereo unspecified)
    ?	.
Clc1cccc(Cc2nn[nH]n2)c1
    0.9%	1.6
COc1ccc(C2c3[nH]c4ccccc4c3C[C@H]3C(=O)N(CC(C)C)CC(=O)N23)c(OC)c1 (stereo partly specified)
    ?	.
Cc1ccc(S(=O)(=O)NCCC(=O)OCC(=O)N(Cc2ccccc2)C(C)(C)C)cc1
    28.7%	.
COc1cc(CCN2C(=O)c3cccc4cccc(c34)C2=O)c(S(=O)(=O)N2CCC(C)CC2)cc1OC
    0.8%	-7.9
O=C(O)CCCNS(=O)(=O)c1ccc(Br)s1
    ?	.
O=C(NCc1ccco1)N1c2ccccc2Sc2ccccc21
    ?	.
COc1cc2c(cc1NC(=O)/C=C/c1ccc([N+](=O)[O-])cc1)oc1ccccc12
    ?	.
COc1ccccc1-c1nc(-c2ccncc2)no1
    9.9%	-7.0

Next section:
Below each compound: Lipid storage S3	Lipid storage S3 cell count max
CCCC1CCc2c(sc(NC(=O)c3cccs3)c2C(N)=O)C1 (stereo unspecified)
    ?	.
COc1ccc(C)cc1S(=O)(=O)NC1CCCC1
    ?	.
Fc1cccc(Cl)c1CN1CCN(c2nc3ccccc3s2)CC1
    13.1%	-0.2
Cn1cnc2c1c(=O)[nH]c(=O)n2C
    -6.6%	-1.0
Cc1cccc(NC(=O)CCOc2ccccc2)c1
    ?	.
Cc1nc2ccccc2nc1N/N=C/c1ccc(O)cc1
    -0.2%	3.0
CCc1ccccc1OCC(=O)Nc1cccc(S(=O)(=O)N2CCCC2)c1
    ?	.
Cc1cc2cc(C#N)c(N3CCOCC3)nc2cc1Cl
    11.4%	6.9
CC(=O)c1ccc(Nc2nc(=O)c3cccnc3s2)cc1
    8.4%	-21.9
CC(=O)c1cccc(NC(=O)N2C3CCC2CC(NC(=O)Nc2ccccc2)C3)c1 (stereo unspecified)
    ?	.

Further records:
Below each compound: Lipid storage S3	Lipid storage S3 cell count max
CC(C)CN1CCC(C(=O)NCC2CCCO2)CC1 (stereo unspecified)
    -0.2%	3.7
Cc1ccccc1NC(=O)CN1C(=O)N/C(=C\c2cccn2-c2cccc(C(=O)O)c2)C1=O
    -3.3%	-0.1
COc1ccccc1C(NC(C)=O)c1cc(Cl)c2cccnc2c1O (stereo unspecified)
    2.7%	9.0
CCOc1ccc(Br)cc1C(=O)Nc1ccc(C(=O)NCC(C)C)cc1
    ?	.
Nc1ccc(C#Cc2ccc3c(=O)c4ccccc4oc3c2)cc1
    ?	.
O=C(COCC(=O)N1CCOCC1)N1CCOCC1
    ?	.
COc1ccc(C(CC(=O)c2ccc(O)cc2)S(=O)(=O)c2ccc(C)cc2)cc1 (stereo unspecified)
    21.1%	12.5
COc1ccc(Cc2n[nH]c(=S)n(N)c2=O)cc1
    8.7%	19.5
CC(C)C(=O)C1=Cc2cc([N+](=O)[O-])ccc2OC1N1CCOCC1 (stereo unspecified)
    ?	.
Cc1onc(-c2ccccc2)c1C(=O)N/N=C/c1ccco1
    15.3%	5.3

Next entries
Below each compound: Lipid storage S3	Lipid storage S3 cell count max
Cc1cccc(N2CCN(C(=S)c3ccc(-c4ccccc4[N+](=O)[O-])o3)CC2)c1
    ?	.
CCS(=O)(=O)N1Cc2ccccc2CC1C(=O)N(C)CC(=O)Nc1ccc(OC)cc1 (stereo unspecified)
    ?	.
CC(C)Cn1c(N)c(-c2nc(C(C)C)c(C(=O)c3ccccc3F)s2)c(=O)n(C)c1=O
    ?	.
S=c1[nH]cc(-c2ccccc2)n1-c1ccccc1
    0.3%	-3.4
COc1ccc(C(C(=O)NC2CCCC2)N(C(=O)c2ccoc2C)c2ccc(C)cc2)cc1 (stereo unspecified)
    ?	.
Cc1ccc(S(=O)(=O)N2CC(=O)NC(=O)C2)cc1
    ?	.
CCCC1=Nc2cc(C(=O)NCCCN3CCOCC3)ccc2Sc2ccccc21
    ?	.
O=C(CNC(=O)c1ccc2c(c1)OCO2)N/N=C/c1cccc([N+](=O)[O-])c1
    -0.3%[9.22 µM]	0.0
Cc1cc(N2CCOCC2)ccc1/C=C1\NC(=O)N(CC(=O)Nc2ccc(F)cc2)C1=O
    ?	.
O=C(Cc1ccccc1)N/N=C/c1cccnc1
    0.5%	18.5

The list continues:
Below each compound: Lipid storage S3	Lipid storage S3 cell count max
Cc1ccccc1NC(=O)c1ccc(NS(=O)(=O)c2cc(C(C)(C)C)cc(C)c2C)cc1
    3.7%	-5.1
CC1(OC(=O)CCc2ccccc2)C(=O)C=C2C=C(c3ccc(C#N)cc3)N(CCc3ccccn3)C=C2C1=O (stereo unspecified)
    5.8%	18.8
CC(C)CCNC(=O)C1(c2cccs2)CCOCC1
    ?	.
C=CCn1c(=NC(=O)C2CCCCC2)sc2cc(NC(C)=O)ccc21
    ?	.
N#CCSc1nnc(-c2ccc(F)cc2)n1N
    5.8%	10.8
N=c1ccn(Cc2ccc(Cl)c(Cl)c2)cc1
    ?	.
Cc1cccc(N2CCN(S(=O)(=O)c3c(C(=O)N4CCCCC4)c(C)n(C)c3C)CC2)c1C
    i	-20.6
CCOC(=O)C(NC(C)=O)C(=O)Nc1c(C)cccc1C (stereo unspecified)
    ?	.
CCSC1=N/C(=C\c2ccc(C)s2)C(=O)S1
    20.4%	.
N=c1n(CCN2CCCCC2)c2ccccc2n1CC(O)c1ccco1 (stereo unspecified)
    -2.6%	15.8

Continuation.
canonical_smiles	Lipid storage S3	Lipid storage S3 cell count max
Cc1ccc(S(=O)(=O)N2CCN(c3ccc([N+](=O)[O-])c(Sc4nncn4C)c3)CC2)cc1	-7.9%	-1.8
CC1Cc2ccccc2N1C(=O)CSc1nnc(C2CC2)n1C (stereo unspecified)	9.7%	19.1
COc1ccc(OC)c(S(=O)(=O)NC(C)(C)C)c1	?	.
Cn1cnnc1SCc1ccc(C(=O)n2ncc(C#N)c2N)cc1	-22.3%	-14.5
CC1CCC(NC(=O)C2CCN(S(=O)(=O)c3ccc4nc5c(c(C(=O)O)c4c3)CC(C)CC5)CC2)CC1 (stereo unspecified)	-6.0%	-4.4
O=C(c1ccc(N2CCCC2=O)cc1)N1CCN(c2ccccc2Cl)CC1	?	.
CCn1ncc(C2C(C(=O)Nc3ccc(C)cn3)=C(C)NC3=C2C(=O)CCC3)c1C (stereo unspecified)	?	.
Cc1ccc(S(=O)(=O)N(CCC#N)CCN2CCCC2)cc1	?	.
O=S1(=O)CC(O)C(NCc2cccnc2)C1 (stereo unspecified)	i	-2.9
COCCCNC(=O)c1c[nH]c2ccc(S(=O)(=O)N3CCC4(CC3)OCCO4)cc2c1=O	-1.3%	3.6
O=C(O)c1cc(C(=O)C2CCCCC2)c[nH]1	?	.
COc1ccc(C(=O)n2nc(C)cc2C)cc1Br	i	26.1
CCCCN(C)C(=O)c1cc2cc3ccc(OC)cc3nc2o1	-11.7%	.
O=C(Nc1nccs1)c1ccc2ccccc2n1	?	.
O=C(CN1C(=O)S/C(=C/C=C/c2ccccc2)C1=O)Nc1ccc(C(=O)O)cc1	2.9%	5.8
COc1ccccc1NC(=O)CSc1nc2[nH]ncc2c(=O)[nH]1	?	.
O=C(CN1CCOCC1)Nc1c(-c2ccccc2)c2cc(Br)ccc2[nH]c1=O	i	.
CC(C)C(C)NC(=O)COC(=O)/C=C/c1ccc(S(=O)(=O)N2CCc3ccccc32)cc1 (stereo unspecified)	?	.
COc1cccc(-n2c(Cn3nc(C(F)(F)F)cc3C)n[nH]c2=S)c1	?	.
CNC(=O)C1(CC(C)C)C=CCN1C(C)=O (stereo unspecified)	-2.2%	7.2
O=C(NCC(=O)N(c1ccccc1)C(C(=O)NC1CCCCC1)c1ccncc1)c1ccco1 (stereo unspecified)	?	.
CCOC(=O)[C@H]1[C@H]2COc3ccc(Br)cc3[C@@H]2N2C(=O)c3ccc(C)cc3NC(=O)[C@@]12C	?	.
COC(=O)c1ccc2c(c1)SC1=C(CCCC1=O)N2	?	.
CCOCC(=O)Nc1nc2ccc(OC)cc2s1	?	.
O=C(COc1ccc(-n2cnnn2)cc1)Nc1cccc(Cl)c1Cl	?	.

(more compounds)
canonical_smiles	Lipid storage S3	Lipid storage S3 cell count max
COc1ccc2c(c1)c1nnc(SCC(=O)N3CCCCC3C)nc1n2C (stereo unspecified)	?	.
COc1ccc(-c2cc(-c3ccccc3)nc(=O)[nH]2)cc1	?	.
CCN(C(=O)COC(=O)/C=C/c1ccc(O)c(OC)c1)C1CCS(=O)(=O)C1 (stereo unspecified)	13µM*	-23.9*
CC1CCN(C(=O)c2[nH]cnc2C(=O)Nc2nccs2)CC1	?	.
CCCc1sc(N)nc1-c1ccc(Cl)cc1	-4.3%	-29.7
CC(=O)N(c1nnc(-c2ccc(C)cc2)s1)C1CCCC1	-11.5%	-2.5
COC(=O)C1=C(C)NC(=O)/C1=C\c1ccc2c(c1)OCO2	-12.0%	-20.5
Cn1nccc1C(=O)N1CCCC(N2CCN(c3cccc(C(F)(F)F)c3)CC2)C1 (stereo unspecified)	?	.
CCCNc1nc2c(c(=O)[nH]c(=O)n2C)n1CCOc1ccccc1	7.5%	-7.8
Cc1cc2nc3s/c(=C/c4ccc(-c5ccccc5C(=O)O)o4)c(=O)n3c2cc1C	?	.
Fc1cccc(Cl)c1CNC(c1ccccc1)c1ccccc1	i	-15.6
C/C(=N\NC(=O)CSc1nc2ccccc2s1)c1ccco1	?	.
O=C(CSc1nnc(CNC(=O)c2ccccc2)o1)NCC1CCCO1 (stereo unspecified)	?	.
Cc1c(C(=O)N2CCC2)oc2ccc(Br)cc12	?	.

Not all compounds are listed; rates above refer to the full screens.
